Tb PYK inh – blocks Trypanosoma brucei pyruvate kinase. Q57TT1. 0.12% of 410,000 active. TbPYK enzyme, Kinase-Glo Plus ATP luminescence, 45 min. Potency, µM (top dose mostly 76.8 µM), for the others: at the highest dose activity, negative = inhibition, most hits filed as inhibitors; further: potency means the concentration at half of the fitted maximal effect; nearly all actives have a fitted effect of over 50% in size
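T. brucei PYK with substrate was exposed to pin-transferred compounds across a concentration series, then started with 130 uM ADP (final). After 45 min at room temperature, Kinase-Glo Plus luminescence was read, normalized and curve-fitted.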
AMA1 RON2 block – AMA1-RON2 (P. falciparum) interaction inhibition; Potency, µM (series often up to 58.2 µM), without a hit: top-dose activity change, negative = inhibition, hits mostly inhibitors; 0.2% of 360,000 active; AID 720542; AlphaScreen AMA1-biotinylated RON2 peptide binding;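 further: potency means the concentration at half of the fitted maximal effect; 0% = vehicle wells and -100% = peptide control; nearly all actives have a fitted effect of over 45% in size; some results filed as inactive show a strong effect at the top dose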
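AMA1 (3D7) with his tag at 25 nM final met compounds first, then biotinylated RON2 peptide at 25 nM; detection used donor plus acceptor beads, 10 µg/mL apiece, read by AlphaScreen after 30 min at room temperature.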
AmpC no deterg – AmpC beta-lactamase inhibition without detergent; Potency, µM (series often up to 57.1 µM), for the others: at the highest dose activity change, negative = inhibition, actives largely listed as inhibitors; AmpC nitrocefin hydrolysis, absorbance 480 nm, 0.0001% Triton; P00811; 0.52% of 330,000 active;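 further: potency means the concentration at half of the fitted maximal effect; plate controls were no compound for no effect and no enzyme for full effect; nearly all actives have a fitted effect of over 20% in size; some results filed as inactive show a strong effect at the top dose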
Target sequence (P00811 whole entry, looked up): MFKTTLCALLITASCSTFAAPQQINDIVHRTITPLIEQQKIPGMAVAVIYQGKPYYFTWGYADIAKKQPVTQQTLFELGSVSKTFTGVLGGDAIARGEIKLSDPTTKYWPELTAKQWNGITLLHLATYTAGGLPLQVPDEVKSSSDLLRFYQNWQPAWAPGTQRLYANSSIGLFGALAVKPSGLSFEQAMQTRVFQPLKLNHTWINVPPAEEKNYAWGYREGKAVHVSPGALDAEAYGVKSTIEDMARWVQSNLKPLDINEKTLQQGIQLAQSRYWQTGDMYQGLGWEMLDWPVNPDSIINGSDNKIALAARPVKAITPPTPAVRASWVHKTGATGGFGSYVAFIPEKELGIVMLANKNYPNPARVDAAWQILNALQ
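AmpC (5.3 nM in the dispensed reagent) in 20 mM phosphate pH 7.0 with 0.01% (detergent screen) or 0.0001% Triton X-100 was preincubated with compounds for 15 min at room temperature. Nitrocefin was then added from an 800 uM solution, and hydrolysis was followed at 480 nm.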
HCMV inh – inhibitors of human cytomegalovirus. HFF cells, HCMV-luciferase reporter, 72 h; hits give low values. activity change, negative = inhibition, % at 57.5 µM. 4.5% of 410,000 active; in the data active means activity change below about -60%; inconclusive means no clear call, values can overlap the other calls; inactive means above about -39%
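Inhibition of viral replication was scored as loss of reporter luminescence in HFFs infected with HCMV-luciferase (MOI 1 PFU/cell) for 72 h; compounds tested at 2 doses, normalized to buffer and Salinomycin controls.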
AmpC inh detg – inhibitors of E. coli AmpC beta-lactamase with detergent; AID 485294; 0.041% of 370,000 active; Potency, µM (titrated, usually from 114 µM), for the others: at the highest dose activity change, negative = inhibition, actives largely listed as inhibitors; P00811; AmpC hydrolysis of nitrocefin, absorbance 480 nm, 0.01% Triton;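 further: potency means the concentration at half of the fitted maximal effect; 0% = no-compound wells and -100% = no-enzyme wells; nearly all actives have a fitted effect of over 25% in size; some results filed as inactive show a strong effect at the top dose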
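AmpC (5.3 nM in the dispensed reagent) in 20 mM phosphate pH 7.0 with 0.01% (detergent screen) or 0.0001% Triton X-100 was preincubated with compounds for 15 min at room temperature. Nitrocefin was then added from an 800 uM solution, and hydrolysis was followed at 480 nm.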
Sm TGR block – S. mansoni TGR enzyme inhibition; Q962Y6; purified TGR, DTNB reduction, TNB absorbance 405 nm; Potency, µM (doses to about 114 µM), inactives show at the highest dose activity change, negative = inhibition, actives largely listed as inhibitors; 3% of 360,000 active; further: potency means the concentration at half of the fitted maximal effect; nearly all actives have a fitted effect of over 60% in size
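First, TGR (20 nM dispensed) and NADPH were mixed with compound. Second, a 15 min room-temperature incubation followed. Third, further NADPH and then DTNB were added to start the reaction. Finally, TNB absorbance was monitored kinetically.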
LmPK inh – inhibitors of Leishmania mexicana pyruvate kinase. purified LmPK, Kinase-Glo ATP luminescence, 1 h. Potency, µM (series often up to 57.5 µM), without a hit: top-dose activity change, negative = inhibition, actives largely listed as inhibitors. 0.37% of 290,000 active. Q27686; further: potency means the concentration at half of the fitted maximal effect
Target sequence (Q27686 whole entry, looked up): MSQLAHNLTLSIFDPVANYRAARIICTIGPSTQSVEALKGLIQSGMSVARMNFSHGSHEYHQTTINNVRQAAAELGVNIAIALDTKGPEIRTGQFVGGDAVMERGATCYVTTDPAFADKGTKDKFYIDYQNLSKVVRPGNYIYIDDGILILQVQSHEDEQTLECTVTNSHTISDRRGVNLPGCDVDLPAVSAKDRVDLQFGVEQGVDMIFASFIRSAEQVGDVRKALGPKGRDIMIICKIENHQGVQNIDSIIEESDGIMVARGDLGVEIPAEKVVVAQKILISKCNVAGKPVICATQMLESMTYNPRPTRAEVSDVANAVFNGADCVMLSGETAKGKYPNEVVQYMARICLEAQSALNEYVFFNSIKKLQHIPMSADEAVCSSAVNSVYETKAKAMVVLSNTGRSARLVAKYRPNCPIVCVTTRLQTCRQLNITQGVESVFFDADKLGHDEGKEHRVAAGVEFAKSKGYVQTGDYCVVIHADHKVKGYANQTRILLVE
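0.1 nM LmPK, 0.5 mM PEP, 0.1 mM ADP; 50 mM imidazole pH 7.2, 7 mM MgCl2, 50 mM KCl; 1 h RT. Kinase-Glo luminescence readout, normalized to no-enzyme (full inhibition) and uninhibited wells.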
Active calls of the source: *; ? = inconclusive; / = no result given; [ ] = remark or other dose. Unless noted, the call rests on the fitted dose curve; in most records, active means well fitted curve in the direction sought with a large enough effect; inconclusive means small, poorly fitted or top-dose-only effect, or another doubt; inactive means no such curve, though single readings can be large; an effect the other way counts as inactive or inconclusive. Unless noted, on the % scale 0 is the no-effect control and ±100 the full control effect.

#1 CN(C)NC(=S)Nc1ccc2nc(-c3ccccn3)c(-c3ccccn3)nc2c1
#2 CCOC(=O)c1c(CN2CCOCC2)n(-c2ccccc2)c2cc(Br)c(O)c(CN(C)C)c12
#3 CCN(CC)c1nc2c(C)cccn2c(=O)c1C=C1C(=O)NC(=O)NC1=O
#4 Cn1c(SCc2ccc(F)cc2)nc2ccc(C(=O)NCc3ccccc3)cc21
#5 O=C(c1ccc(Cl)cc1)N1CCN(c2ccc([N+](=O)[O-])c(NCc3cccnc3)c2)CC1

entry no.,1,2,3,4,5
Tb PYK inh,-29%,-26%,-4%,3%,-11%
AMA1 RON2 block,54%[activator],-2%,11%,/,-5%
AmpC no deterg,-9%,57%,-8%,/,/
HCMV inh,-22,-16,-16,-2,-15
AmpC inh detg,-8%,2%,3%,14%,/
Sm TGR block,-4%,0%,?,-5%,/
LmPK inh,-13%,2%,1%,/,/

Reprinted from the part before: three entries, then new ones.
#3 CCN(CC)c1nc2c(C)cccn2c(=O)c1C=C1C(=O)NC(=O)NC1=O
#4 Cn1c(SCc2ccc(F)cc2)nc2ccc(C(=O)NCc3ccccc3)cc21
#5 O=C(c1ccc(Cl)cc1)N1CCN(c2ccc([N+](=O)[O-])c(NCc3cccnc3)c2)CC1
#6 CC(C)NC1=C(Cl)C(=O)c2ccccc2C1=O
#7 O=C1CCc2cc(S(=O)(=O)NC(C(=O)N3CCN(c4ccccn4)CC3)c3ccccc3)ccc2N1 (stereo not given)
#8 NC(=O)CSc1ncc(-c2ccccc2)[nH]1
#9 CCCCN(CCCC)S(=O)(=O)c1c(C)[nH]c(=O)[nH]c1=O
#10 COc1cccc(CN2CC(C(=O)NCc3cccc(N4CCCC4)c3)CCC2=O)c1 (stereo not given)

entry no.,3,4,5,6,7,8,9,10
Tb PYK inh,-4%,3%,-11%,-5%,0%,-7%,1%,-12%
AMA1 RON2 block,11%,/,-5%,?,5%,-5%,-1%,-2%
AmpC no deterg,-8%,/,/,-15%,-1%,-16%,-22%,100%[activator]
HCMV inh,-16,-2,-15,?,-5,-10,-15,-8
AmpC inh detg,3%,14%,/,?,-5%,?,-2%,-11%
Sm TGR block,?,-5%,/,28µM*,-1%,0%,-3%,-11%
LmPK inh,1%,/,/,-8%,5%,-2%,10%[11.5 µM],0%

#11 COc1ccc2cc(C)c3nnc(SCC(=O)Nc4cc(OC)c(OC)cc4C(=O)O)n3c2c1
#12 O=C(Nc1ccc(F)cc1)[C@H](Cc1ccccc1)N1Cc2ccccc2C1=O
#13 CCC(CC)NC(=O)CO/N=C/c1ccccc1OC(F)F
#14 C=CCN1C(=O)C(Cc2ccccc2)S/C1=N/N=C/c1cccs1 (stereo not given)
#15 CC(C)=CCC(C)(C)C1OCCN1C(=O)c1ccccc1 (stereo not given)

entry no.,11,12,13,14,15
Tb PYK inh,-10%,1%,-2%,-2%,4%
AMA1 RON2 block,11%,/,3%,-11%,7%
AmpC no deterg,-23%,/,-8%,-22%,-1%
HCMV inh,-3,4,-4,33,43
AmpC inh detg,5%,-3%,-4%,1%,-13%
Sm TGR block,-22%,-2%,-3%,4%,-3%
LmPK inh,2%,/,1%,-7%,2%

#16 COc1ccc(NC(=O)c2oc3ccccc3c2NC(=O)c2ccc(OC)c(OC)c2)c(OC)c1
#17 COc1ccc(S(=O)(=O)N2CCCc3ccccc32)cc1[N+](=O)[O-]
#18 CCOc1cccc(C2c3c(oc4cc(C)c(C)cc4c3=O)C(=O)N2CCCN(C)C)c1 (stereo not given)
#19 COc1ccccc1NC(=O)COc1ccc(Br)cc1CNC1CCCC1
#20 COC(=O)CCSc1cc(NCCOC(C)=O)c([N+](=O)[O-])c2nonc12

entry no.,16,17,18,19,20
Tb PYK inh,2%,-1%,/,-20%,29%
AMA1 RON2 block,0%,-13%,/,2%,-8%[11.6 µM]
AmpC no deterg,/,-15%,148%[activator],-12%,-4%
HCMV inh,44,?,/,-18,18
AmpC inh detg,/,1%,?,2%,-7%
Sm TGR block,/,-3%,-11%,8%,-8%
LmPK inh,/,0%,15%,3%,-4%

#21 CC(=O)Nc1ccc(-c2nc(C)c(C(C)=O)n2O)cc1
#22 CCOC(=O)C[C@H]1c2ccc(C(F)(F)F)cc2S(=O)(=O)N1c1cccc(OC)c1
#23 CC(C)Sc1n[nH]c(=O)n1-c1cccc(C(F)(F)F)c1
#24 CCOc1ccc(C(=O)Nc2cc(-c3ccccc3)no2)cc1
#25 Cc1ccc(NC(=O)c2ccn(C)n2)c(Br)c1

entry no.,21,22,23,24,25
Tb PYK inh,-3%,-3%,1%,1%,-3%
AMA1 RON2 block,0%,11%,0%,/,-3%
AmpC no deterg,-3%,/,11%,/,4%
HCMV inh,1,-4,19,61,93
AmpC inh detg,-5%,/,1%,-1%,14%
Sm TGR block,0%,/,6%,5%,1%
LmPK inh,-9%,/,-3%,/,-17%

Structural class, those above containing four or more nitrogen atoms.
#1 CN(C)NC(=S)Nc1ccc2nc(-c3ccccn3)c(-c3ccccn3)nc2c1
#3 CCN(CC)c1nc2c(C)cccn2c(=O)c1C=C1C(=O)NC(=O)NC1=O
#5 O=C(c1ccc(Cl)cc1)N1CCN(c2ccc([N+](=O)[O-])c(NCc3cccnc3)c2)CC1
#7 O=C1CCc2cc(S(=O)(=O)NC(C(=O)N3CCN(c4ccccn4)CC3)c3ccccc3)ccc2N1 (stereo not given)
#11 COc1ccc2cc(C)c3nnc(SCC(=O)Nc4cc(OC)c(OC)cc4C(=O)O)n3c2c1
#20 COC(=O)CCSc1cc(NCCOC(C)=O)c([N+](=O)[O-])c2nonc12

entry no.,1,3,5,7,11,20
Tb PYK inh,-29%,-4%,-11%,0%,-10%,29%
AMA1 RON2 block,54%[activator],11%,-5%,5%,11%,-8%[11.6 µM]
AmpC no deterg,-9%,-8%,/,-1%,-23%,-4%
HCMV inh,-22,-16,-15,-5,-3,18
AmpC inh detg,-8%,3%,/,-5%,5%,-7%
Sm TGR block,-4%,?,/,-1%,-22%,-8%
LmPK inh,-13%,1%,/,5%,2%,-4%

The list continues:
#26 O=C(N/N=C/c1ccccc1)C1CCCN1C(=O)c1cc([N+](=O)[O-])cc([N+](=O)[O-])c1 (stereo not given)
#27 CC1CCC2(CC1)NC(=O)N(CC(=O)N1c3ccccc3CC1C)C2=O (stereo not given)
#28 COc1ccc(OCCN(C)CC(=O)Nc2c(C)cccc2C)cc1
#29 CN(C)S(=O)(=O)N1CCN(S(=O)(=O)c2ccc(F)cc2)CC1
#30 CCc1ccc2oc(C(=O)Nc3nonc3C)c(C)c2c1

entry no.,26,27,28,29,30
Tb PYK inh,-6%,5%,4%,-1%,5%
AMA1 RON2 block,24%,-8%,-27%,1%,-6%
AmpC no deterg,-5%,3%,11%,-16%,-23%
HCMV inh,17,-71*,28,7,?
AmpC inh detg,?,/,0%,3%,0%
Sm TGR block,-22%,/,-20%,19%,-6%
LmPK inh,-8%,/,-3%,-11%,-5%

#31 O=C(Nc1ccn(Cc2c(F)c(F)cc(F)c2F)n1)c1ccc(COc2ccccc2Cl)cc1
#32 c1ccc(-c2nn3c(Cn4nnc5ccccc54)nnc3s2)nc1
#33 CCc1nc2scc(-c3ccc(C)cc3)c2c(=O)n1N
#34 COc1cc(-n2c(C)nc3cc(C(=O)NCC4CCCO4)ccc32)cc(OC)c1OC (stereo not given)
#35 CCOC(=O)Cc1csc(NC(=O)CCN2C(=O)c3cccc([N+](=O)[O-])c3C2=O)n1

entry no.,31,32,33,34,35
Tb PYK inh,0%,-13%,6%,7%,1%
AMA1 RON2 block,-4%,31%[activator],4%,-22%,5%
AmpC no deterg,-26%,-10%,0%,22%,-5%
HCMV inh,-71*,9,-21,15,-3
AmpC inh detg,3%,3%,-12%,0%,-7%
Sm TGR block,0%,5%,2%,-13%,-15%
LmPK inh,2%,0%,-1%,3%,-2%

#36 O=c1[nH]c2ccc(S(=O)(=O)N3CCC(Cc4ccccc4)CC3)cc2o1
#37 CN(C)S(=O)(=O)c1ccc(Cl)c(NC(=O)COC(=O)/C=C/c2ccc3ccccc3n2)c1
#38 CCC1CC(CSC(=N)N)OC1=O (stereo not given)
#39 O=C(N/N=C/c1ccc(O)cc1)c1ccc(COc2cc(Cl)ccc2Cl)o1
#40 COC(=O)c1ccccc1NC(=O)CSCC(=O)Nc1ccccc1OC

entry no.,36,37,38,39,40
Tb PYK inh,-4%,-1%,-4%,-1%,-7%
AMA1 RON2 block,-6%,-8%,?,-11%,-11%
AmpC no deterg,-42%,-7%,-4%,42%,-7%
HCMV inh,-21,56,-24,58,20
AmpC inh detg,2%,1%,1%,-8%,0%
Sm TGR block,-1%,-1%,-5%,4%,9%
LmPK inh,1%,/,2%,1%,-5%

#41 Cc1sc2ncn(CC(=O)Nc3c(F)cccc3F)c(=O)c2c1S(=O)(=O)N1CCC(C)CC1
#42 Cc1cccc(-c2noc(-c3ccc(NCc4ccco4)c([N+](=O)[O-])c3)n2)c1
#43 CCCc1cnc(N2CCN(C(=O)c3c(-c4ccccc4)noc3C)CC2)nc1
#44 CC(C)N1CCC1(C)C(=O)Nc1cccc(C#N)c1 (stereo not given)
#45 COc1cccc2cc(C(C)=O)oc12

entry no.,41,42,43,44,45
Tb PYK inh,-5%,1%,-2%,-15%,-1%
AMA1 RON2 block,0%,/,4%,-4%,-1%
AmpC no deterg,-21%,/,99%[activator],/,-15%
HCMV inh,-19,27,29,-16,-10
AmpC inh detg,6%,8%,11%,/,-3%
Sm TGR block,8%,-4%,14%,/,-4%
LmPK inh,8%,/,6%,/,-3%

#46 c1cc(C(c2nnnn2C2CCCCC2)N2CCN3CCCC3C2)ccn1 (stereo not given)
#47 COc1ccccc1CN1CCNC(=O)C1=O
#48 CNCc1cc2ccc(C)cc2[nH]c1=O
#49 Cc1csc(=O)n1CC(=O)Nc1ccc(S(C)(=O)=O)cc1
#50 CCOc1ccc(CCNC(=O)COC(=O)c2ccc3c(c2)OCCO3)cc1OCC
#51 Cc1nc2ncnn2c(C)c1CCC(=O)N1CCC2(CC1)OCCO2

entry no.,46,47,48,49,50,51
Tb PYK inh,-4%,1%,-26%,3%,0%,-5%
AMA1 RON2 block,1%,/,3%,-7%,-2%,11%
AmpC no deterg,4%,/,-12%,-13%,-2%,-18%
HCMV inh,-11,0,40,0,-15,2
AmpC inh detg,?,7%,?,/,?,3%
Sm TGR block,?,-6%,-77%,/,9%,7%
LmPK inh,2%,/,2%,/,/,-6%

Screening data as filed in PubChem.
